# Compound activity deposited in PubChem BioAssay by several laboratories.
# NOD1 NF-kB reporter = NOD1 signaling inhibitors, primary screen, cell-based, luminescence, uHTS (AID 1578); NOD1-driven NF-kB luciferase reporter cells, luminescence; higher % means a stronger effect; inhibition, % at 4 µM, or EC50 in µM where a hit was titrated; actives 1% (n = 290,000); in the data active = inhibition mostly above about 36%, no sharp cut-off; inactive = mostly below about 34%;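 note: HEK-293T reporter cells stimulated with the NOD1 agonist gamma-tri-DAP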
# Yfh1-off respiration = mitochondrial function rescue without frataxin homolog – Friedreich's ataxia, plus single-dose screen, dose response (AID 1465); S. cerevisiae Yfh1-off respiration, WST-1 reduction, 72 h; higher fold induction means a stronger effect; one-dose fold induction at 50 µM; EC50 in µM for titrated hits; actives 0.074% (n = 220,000);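 active = fold induction of absorbance versus untreated yeast above a set limit, then at least 30% activation at any dose in follow-up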;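 note: activators that raise dye reduction in frataxin-depleted yeast; strong numbers were not always called active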
# KOR beta-arrestin-1 = KOR agonists, beta-arrestin recruitment, primary screen, cell-based, luminescence, uHTS (AID 1777) | KOR beta-arrestin recruitment, luminescence; higher % means a stronger effect | activation, % at 10 µM, or EC50 in µM where a hit was titrated | actives 0.02% (n = 280,000); in the data active = activation above about 50%, passing the limit was not always enough; note: a part of the inactive calls stands beside numbers as strong as those of hits
# CSM14.1 death rescue = protection against thapsigargin-triggered cell killing – 384-well, CSM14.1, ATP luminescence, primary screen (AID 1222); CSM14.1 thapsigargin-induced death rescue, ATP luminescence; higher % means a stronger effect; one-dose cellular ATP content (survival), % at 20 µM; EC50 in µM for titrated hits; 190,000 tested, under 10 active;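 active = EC50 below 50 µM in the dose-response confirmation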;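 note: death triggered by thapsigargin at about 15 µM added after 2 h compound pretreatment; cell ATP read after overnight thapsigargin exposure of roughly 18 to 22 hours; normalized against plate controls of thapsigargin alone and 5% DMSO vehicle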
# NTR1 agonist = NTR1-driven beta-arrestin-GFP spot formation – imaging, U2OS cells, high content, primary screen (AID 493036); actives 0.17% (n = 330,000); activation, % at 20 µM; P30989; agonist mode;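 active = activation at or above 40% of the spot to cytoplasm intensity ratio, with at least 20 cells analyzed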;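 note: 0% = DMSO without peptide and 100% = 100 nM NTR1 peptide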
# Target sequence (P30989 whole entry, looked up): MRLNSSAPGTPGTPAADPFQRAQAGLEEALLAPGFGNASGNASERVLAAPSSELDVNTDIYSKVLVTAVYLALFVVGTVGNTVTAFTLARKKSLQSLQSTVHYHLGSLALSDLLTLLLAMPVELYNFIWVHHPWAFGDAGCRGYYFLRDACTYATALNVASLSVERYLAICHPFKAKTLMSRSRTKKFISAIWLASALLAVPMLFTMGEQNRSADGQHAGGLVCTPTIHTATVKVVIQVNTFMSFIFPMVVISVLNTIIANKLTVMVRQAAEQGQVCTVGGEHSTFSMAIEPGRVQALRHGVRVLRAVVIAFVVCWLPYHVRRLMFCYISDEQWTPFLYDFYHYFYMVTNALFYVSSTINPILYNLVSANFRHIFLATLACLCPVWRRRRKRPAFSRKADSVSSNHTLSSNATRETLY
# GPR55 activation = selective activators of receptor GPR55 – imaging, U2OS cells, beta-arrestin-GFP redistribution, primary screen (AID 1961); U2OS GPR55 beta-arrestin-GFP redistribution imaging; higher % means a stronger effect; one-dose activation, % at 10 µM; EC50 in µM for titrated hits; actives 0.048% (n = 290,000);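 active = activation above 40% with more than 50 cells counted in the well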;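 note: U2OS osteosarcoma cells stably expressing GPR55 and beta-arrestin-GFP; plate controls were DMSO negative control for no effect and LPI positive control for full effect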
# TNAP activation fold = human TNAP enzyme activators, primary screen, biochemical, luminescent, no phosphate acceptor, uHTS (AID 1001). purified TNAP, luminescent activation assay, no phosphate acceptor; higher activation fold means a stronger effect. activation fold at 20 µM, or EC50 in µM where a hit was titrated. actives 0.03% (n = 200,000); in the data active = activation fold from about 3, or a potency from the dose series; inactive = the rest, 99 in 100 with activation fold below about 1.6; note: many of its hits are not listed in these tables
# HEK293 NOD2/NF-kB = NOD2 signaling inhibitors, cell-based, luminescence, uHTS, HEK293 (AID 1566) | HEK293 NOD2/NF-kB luciferase reporter, luminescence; higher % means a stronger effect | one-dose inhibition, % at 4 µM; EC50 in µM for titrated hits | actives 0.63% (n = 290,000); note: many of its hits are not listed in these tables
# KOR beta-arrestin-2 = kappa opioid receptor blockers – cell-based, luminescence, uHTS (AID 1778). inhibition, % at 10 µM; hits with a dose series show IC50 in µM. KOR beta-arrestin recruitment, luminescence, antagonist mode; higher % means a stronger effect. actives 0.091% (n = 290,000); note: strong numbers were not always called active
# NTR1 agonist cell count 20 µM = recorded beside NTR1 agonist, whose call it bears; cell count; measured here: cell count, cytotoxicity flag
# The depositor's hits bear a star; i = inactive; · = no result given; [ ] = another dose, or the depositor's remark. Cut-off read from the data, not from the text of the source, unless noted: active = inhibition above about 50%; inactive = the rest. The list is partial, so the mix of outcomes need not match the whole.
SMILES,NOD1 NF-kB reporter,Yfh1-off respiration,KOR beta-arrestin-1,CSM14.1 death rescue,NTR1 agonist,NTR1 agonist cell count 20 µM,GPR55 activation,TNAP activation fold,HEK293 NOD2/NF-kB,KOR beta-arrestin-2
Cc1ccc(C(=O)C2=C(O)C(=O)N(Cc3cccnc3)C2c2ccc(Cl)cc2)o1 (configuration not stated),-29%,·,0.4%,·,0.7,49,0.3%,·,11%,0%
CCOC(=O)c1cc2occc2n1Cc1c(F)cccc1Cl,-5%,i,4.3%,0.0%,-0.5,94,0.0%,1,-1%,-24%
Cn1c(CC(=O)Nc2ccc(Cl)c(Cl)c2)nnc1SCC(=O)Nc1nccs1,28%,i,-2.9%,1.9%,-0.6,61,0.6%,1,31%,-6%
COc1cc(NC(=O)COC(=O)CSc2ccccc2F)c(C)cc1[N+](=O)[O-],-11%,i,3.9%,-2.7%,0.4,77,-0.2%,1,-2%,-20%
CC1(C)CC(NCc2ccc3c(c2)OCO3)CCO1 (configuration not stated),-16%,i,0.7%,0.8%,-2.7,96,0.6%,1,8%,5%
Cc1c(NC(=S)NCc2ccc(F)cc2)cccc1[N+](=O)[O-],-9%,i,2.1%,-1.3%,0.9,45,-0.2%,0.9,3%,19%
CC(NS(C)(=O)=O)C(c1cccs1)N1CCN(Cc2ccccc2)CC1 (configuration not stated),-2%,i,-2.2%,·,3.9,41,-0.2%,1.1,5%,-12%
CCOc1ccc2nc(SCC(=O)Nc3ccc4c(c3)OCCO4)[nH]c2c1,-12%,i,0.4%,-3.2%,0.4,52,-0.1%,1.1,20%,-27%
O=C(c1ccc(NS(=O)(=O)c2cccs2)cc1)N1CCOCC1,-23%,·,-3.0%,·,-1.6,61,0.0%,·,-1%,8%
O=C(c1ccco1)N1CCN(C(=O)C2CC2)CC1,-15%,i,2.2%,-4.3%,0.5,97,-0.5%,1,5%,-36%
CCOc1ccccc1NC(=O)NNS(=O)(=O)c1cc(C)ccc1C,-40%,·,0.9%,·,-0.8,45,-0.1%,·,-3%,-18%
CC(C)Oc1cccc(C(=O)NC(=S)Nc2cccc(C(F)(F)F)c2)c1,-32%,i,3.9%,1.0%,1.5,51,-0.1%,1,3%,-23%
O=C(NNS(=O)(=O)c1ccc2ccccc2c1)C1CCN(Cc2ccccc2)CC1,8%,·,2.9%,-0.3%,·,·,0.1%,1.1,12%,-17%
COc1cccc(CN(C(=O)c2ccc([N+](=O)[O-])cc2)C2CCS(=O)(=O)C2)c1 (configuration not stated),-1%,·,3.6%,·,-0.2,70,-0.1%,·,6%,-18%
CC(=O)Nc1nc(C(F)(F)F)cs1,-25%,i,1.5%,0.4%,-0.3,52,0.7%,1.1,7%,-1%
Cc1ccccc1OCCN1C(=O)NC2(CCc3ccccc32)C1=O (configuration not stated),-25%,i,2.2%,-2.8%,-0.5,54,-0.5%,1.1,4%,2%
CN1/C(=C\C=Nc2cc(S(=O)(=O)N3CCOCC3)ccc2N2CCOCC2)C(C)(C)c2ccccc21,-8%,i,-3.0%,0.1%,-1.1,85,0.2%,0.9,20%,10%
CCc1cc(CNC(=O)c2ccc(OC)c(OC3CCN(C(C)C)CC3)c2)on1,-18%,·,-1.6%,·,1.4,55,-0.1%,·,10%,-1%
COc1cc(C(=S)N2CCOCC2)ccc1OC(=O)c1cccc(C)c1,-2%,·,-2.8%,·,2.2,70,0.4%,·,16%,20%
C[C@@H](C(=O)Nc1ccc2ccccc2c1)[C@H]1C[C@]1(C)[C@H](NC(=O)c1cnccn1)c1ccccc1,-15%,i,2.2%,-3.3%,8.6,66,-0.1%,0.9,-17%,1%
Cn1nnnc1SCCNC(=O)C1CCC(=O)N(Cc2ccc(Cl)cc2)C1 (configuration not stated),-26%,·,6.9%,·,0.7,74,-0.1%,·,-6%,-10%
O=C(CN1CCOCC1)NCc1ccccc1Cl,-1%,·,0.1%,·,-0.9,44,-0.2%,·,-3%,7%
CCc1nnc(NS(=O)(=O)c2ccc(NC(=O)c3cccc4ccccc34)cc2)s1,-12%,·,-3.2%,0.9%,2.1,89,0.8%,1.1,15%,-2%
C=C(C)CSc1cc(C)c(C#N)c2nc3ccccc3n12,17%,·,-3.2%,12%,2.4,96,-0.2%,1.1,3%,-37%
O=S(=O)(N/N=C1/CC(c2ccccc2)Oc2ccccc21)c1ccc(Br)cc1 (configuration not stated),9%,i,-6.2%,0.4%,7.2,100,0.3%,1.1,-14%,-12%
COc1ccc(NC(=S)Nc2ccc(OCc3ccccc3)cc2)cc1OC,6%,i,6.1%,-0.9%,-0.3,35,0.6%,0.9,-10%,-18%
Cc1ccc(-c2nn3c(C)nnc3s2)cc1NC(=O)c1ccc(-c2cccc(Cl)c2)o1,-5%,i,6.7%,9.2%,3.7,92,·,1,-7%,10%
O=C(NCc1ccco1)C1CC(=O)N(c2ccc(F)cc2)C1 (configuration not stated),-33%,i,0.1%,·,-1.0,31,-0.1%,1.1,-3%,13%
CCNc1nc(C23CC4CC(CC(C4)C2)C3)cs1,-6%,i,-5.7%,-1.7%,6.9,60,-0.3%,1.1,10%,19%
CN(C)S(=O)(=O)c1ccc(Cl)c(NC(=O)CN2C(=O)NC(C)(C3CC3)C2=O)c1 (configuration not stated),-1%,i,-1.4%,·,2.0,70,-0.1%,·,-42%,34%
Cc1ccc(N(C(=O)c2csnn2)C(C(=O)NC2CCCCC2)c2ccccn2)c(C)c1 (configuration not stated),-10%,·,-0.9%,·,-1.2,56,-0.2%,·,12%,5%
O=C(Nc1c[nH]c2c(Cl)cccc2c1=O)N1CCN(c2ccccn2)CC1,-30%,·,-1.0%,·,0.4,77,0.3%,·,-6%,-40%[20 µM]
CC(=O)Nc1ccc(S(=O)(=O)N(C)c2ccc(OCC(=O)OCC(=O)N3CCCCC3)cc2)cc1,-12%,i,1.4%,·,1.9,41,-0.1%,1.1,1%,-45%
CC1CCCC(N2C(=O)NC(NC(=O)c3ccco3)(C(F)(F)F)C2=O)C1C (configuration not stated),7%,i,-6.1%,5.0%,5.4,67,-0.1%,1,8%,-9%
CCCN1C(=O)c2ccccc2NC1c1ccc(Cl)cc1 (configuration not stated),4%,·,0.3%,·,1.3,82,0.2%,·,25%,6%
CCC(Oc1ccccc1)C(=O)Nc1nc2ccccc2[nH]1 (configuration not stated),-30%,i,-3.0%,-1.7%,-1.5,70,0.0%,1.1,-8%,23%
O=C(CSc1ccccc1)Nc1ccc(NC(=O)c2ccco2)cc1,-17%,i,0.2%,-1.3%,-1.4,43,-0.3%,1.1,0%,-2%
COc1ccc2c(C(=O)CN3CCC(C)CC3)c[nH]c2c1,-26%,i,-6.1%,-1.3%,-4.0,90,-0.1%,1.1,-5%,16%
COCCNC(=O)C(c1ccccc1C)N(CCOC)C(=O)Cn1nnc2ccccc21 (configuration not stated),-23%,i,2.6%,2.1%,2.1,55,0.1%,1,21%,-6%
CCOCCCNc1nc2c([nH]1)c(=O)n(C)c(=O)n2C,·,i,0.5%,-2.1%,-0.8,42,-0.1%,1.1,1%,12%

# Part of the list above, with values under each structure.
# Order of results: NOD1 NF-kB reporter, Yfh1-off respiration, KOR beta-arrestin-1, CSM14.1 death rescue, NTR1 agonist, NTR1 agonist cell count 20 µM, GPR55 activation, TNAP activation fold, HEK293 NOD2/NF-kB, KOR beta-arrestin-2
CCC(Oc1ccccc1)C(=O)Nc1nc2ccccc2[nH]1 (configuration not stated)
    -30%, i, -3.0%, -1.7%, -1.5, 70, 0.0%, 1.1, -8%, 23%
CN(C)S(=O)(=O)c1ccc(Cl)c(NC(=O)CN2C(=O)NC(C)(C3CC3)C2=O)c1 (configuration not stated)
    -1%, i, -1.4%, ·, 2.0, 70, -0.1%, ·, -42%, 34%
O=C(CSc1ccccc1)Nc1ccc(NC(=O)c2ccco2)cc1
    -17%, i, 0.2%, -1.3%, -1.4, 43, -0.3%, 1.1, 0%, -2%

# (continued)
SMILES,NOD1 NF-kB reporter,Yfh1-off respiration,KOR beta-arrestin-1,CSM14.1 death rescue,NTR1 agonist,NTR1 agonist cell count 20 µM,GPR55 activation,TNAP activation fold,HEK293 NOD2/NF-kB,KOR beta-arrestin-2
Cc1nc2ccccc2c(=O)n1/N=C/c1ccccc1F,-6%,·,-4.8%,·,2.0,79,0.0%,·,-9%,20%
CC(Sc1nncn1C)C(=O)Nc1ccccc1-c1ccccc1 (configuration not stated),15%,i,3.3%,-0.1%,-0.9,46,-0.1%,1.1,20%,-26%
COC(=O)c1ccc(Cn2nc(C)c(Cl)c2C)o1,29%,i,9.9%,-1.7%,1.7,49,-0.1%,1.1,4%,-18%
O=C(c1cc(Sc2ccc(Cl)cc2)nc2ccccc12)N1CCN(c2ccccn2)CC1,1%,i,-1.1%,-1.5%,10,58,-0.3%,1.1,-35%,-14%
Cc1cc(C)c2nc(N3CCCN(C(=O)c4ccco4)CC3)c(C#N)cc2c1,17%,i,3.6%,1.4%,-0.3,44,0.2%,1.1,-11%,11%
CCOCCCNC(=O)Cn1cnc2c(cnn2-c2ccc(F)cc2)c1=O,-27%,·,-5.1%,·,-0.7,59,-0.1%,·,6%,-9%[20 µM]
Cc1ccc(NC(=O)CCC(=O)c2cccs2)c(Br)c1,-73%,·,7.5%,·,0.4,74,-0.1%,·,-40%,-24%
Cc1ccccc1OCCCC(=O)NC1CCCCC1,47%,·,4.7%,·,0.1,64,-0.2%,·,-20%,-33%[20 µM]
COc1ccc(S(=O)(=O)N2CCCCC2)cc1NC(=O)C1CSC2(C)CCC(=O)N12 (configuration not stated),3%,·,-0.4%,·,1.5,57,0.9%,·,-3%,-38%
Cc1c(NC(=O)C(C)OC(=O)CNC(=O)c2ccccc2)c(=O)n(-c2ccccc2)n1C (configuration not stated),-4%,i,-3.6%,0.1%,-4.2,85,0.1%,1.1,1%,-25%
Cc1csc(C)[n+]1CC(=O)c1ccccc1,-26%,·,0.7%,·,-0.7,62,0.0%,·,11%,-42%[20 µM]
C/C(=N\NC(=O)c1cccc(Br)c1)c1ccc(Br)cc1,-3%,i,-2.3%,-0.6%,0.8,70,-0.1%,1.1,-11%,-15%
COc1ccc(NC(=O)CSc2nccn2Cc2ccco2)c(OC)c1,-41%,·,1.1%,·,0.0,71,-0.1%,·,-8%,0%
CCN(CC(=O)NC1CCCCCC1)S(=O)(=O)c1ccccc1,-15%,i,-4.3%,0.5%,-0.4,42,0.1%,1.1,0%,6%
C=CCC1(O)C(=O)Nc2ccccc21 (configuration not stated),-25%,i,0.7%,-3.1%,-1.2,40,-0.2%,1.1,-61%,0%
O=C(NC(Cc1c[nH]c2ccccc12)C(=O)O)c1ccco1 (configuration not stated),6%,i,-1.3%,-1.4%,-1.7,83,-0.1%,1.1,-7%,3%
O=c1[nH][nH]c(-c2ccccc2O)c1C(C[N+](=O)[O-])c1ccc(Br)cc1 (configuration not stated),-15%,i,1.8%,-1.8%,7.9,67,0.4%,0.6,4%,-40%
